LDHA inh: LDHA (human) enzyme inhibition | P00338 | purified LDHA, NADH/diaphorase-resazurin fluorescence; active compounds read low | activity change, % (values are at about 110 or 230 µM) | 480,000 tested, 0.15% active | AID 1347041; in the data active means activity change below about -30%;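 further: plate controls were DMSO wells for no effect and wells without enzyme for full effect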
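Human LDH5 (2 nM) was incubated with 0.06 mM NADH and 0.2 mM pyruvate for 5 min at room temperature in Tris pH 7.4. Remaining NADH was coupled through diaphorase/resazurin, and resorufin fluorescence was read at 0 and 20 min.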
PI4K2A inh: inhibitors of human PI4K2A; Q9BTU6; purified PI4K2A, ADP-Glo luminescence, 1 h; active compounds read low; activity change, negative = inhibition, % at 76.9 µM; 420,000 tested, 0.13% active; AID 1346378; in the data active means activity change below about -50%;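 further: -100% = wells without enzyme as full effect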
Target sequence (Q9BTU6 whole entry, looked up): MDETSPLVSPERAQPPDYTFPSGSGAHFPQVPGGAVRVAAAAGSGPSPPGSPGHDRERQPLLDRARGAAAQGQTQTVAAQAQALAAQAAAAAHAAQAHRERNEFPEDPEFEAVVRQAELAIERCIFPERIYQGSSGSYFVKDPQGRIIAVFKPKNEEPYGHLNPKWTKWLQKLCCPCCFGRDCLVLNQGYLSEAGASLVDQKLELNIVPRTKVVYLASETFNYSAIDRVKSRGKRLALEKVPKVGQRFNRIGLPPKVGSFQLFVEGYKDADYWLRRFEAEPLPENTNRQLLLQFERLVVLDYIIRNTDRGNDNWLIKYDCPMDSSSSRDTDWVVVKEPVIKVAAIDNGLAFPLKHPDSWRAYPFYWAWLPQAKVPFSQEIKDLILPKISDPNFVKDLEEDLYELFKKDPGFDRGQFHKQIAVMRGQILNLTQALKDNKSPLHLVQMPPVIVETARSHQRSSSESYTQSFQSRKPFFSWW
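ADP-Glo luminescence measured ADP generated by PI4K2A enzyme (4 ug/mL before mixing) with 1.2 mM PI substrate (pre-mix) and 300 microM ATP (pre-mix). Tris pH7.5 buffer with MgCl2, Triton X-100; 1 h reaction at ambient temperature.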
Numbers without * were called inactive; & = joins results of further samples.

The first 2 records, ahead of the listing:
SMILES	LDHA inh	PI4K2A inh
COc1ccc(NC(=O)C(c2ccc(C(F)(F)F)cc2)n2c(=O)c(-c3cc4ccccc4[nH]3)nc3ccccc32)cc1 (configuration not stated)	-0.2	-2.2
CCCCn1nnnc1C1(C)CCC(=O)N1CCc1c[nH]c2ccccc12 (configuration not stated)	-1.6	-2.7

Main list, previewed entries included:
SMILES	LDHA inh	PI4K2A inh
COc1ccc(NC(=O)C(c2ccc(C(F)(F)F)cc2)n2c(=O)c(-c3cc4ccccc4[nH]3)nc3ccccc32)cc1 (configuration not stated)	-0.2	-2.2
CCCCn1nnnc1C1(C)CCC(=O)N1CCc1c[nH]c2ccccc12 (configuration not stated)	-1.6	-2.7
Cc1cccc(C)c1NC(=O)C(C1CC1)n1c(=O)c(-c2cc3ccccc3[nH]2)nc2ccccc21 (configuration not stated)	1.3	-3.8
Cc1ccc([N+](=O)[O-])cc1CN1CCN(c2ncc(Cc3ccccc3)cn2)CC1	-2.4	3.7
CCOC(=O)[C@]12CCC=C1N(CCC1=CCCCC1)C(=O)[C@H](CC(=O)NCc1cccc(C(F)(F)F)c1)C2	-1.6	2.6
CO[C@H]1CN(C)C(=O)c2ccc(NC(=O)C3CCC3)cc2OC[C@H](C)N(CC2CCCCC2)C[C@@H]1C	1.6	-2.7
Cc1ccc(C(=O)N2c3ccccc3N=C(c3ccccc3)C2C(=O)NC(C)C)cc1 (configuration not stated)	7.9	1.6
CC(C)(C)C(=O)c1c(N)[nH]c(C(=O)c2ccccc2)c1-c1ccc(C(F)(F)F)cc1	-1.0	-6.1
CCOC(=O)[C@]12CCCC=C1N(Cc1ccc3c(c1)OCO3)C(=O)[C@H](CC(=O)NCc1ccc(OC)c(OC)c1)C2	-3.0	4.6
CCCCNC(=O)c1nc(C2CCNCC2)oc1-c1cccc(C(F)(F)F)c1	1.1	-9.1
O=C(NCc1ccccc1)C(c1ccccc1)n1c(=O)c(-c2ccco2)nc2ccccc21 (configuration not stated)	-2.1	-21.8
Cc1cc2c(cc1C)-n1nnnc1C(N1CCN(c3ncccc3C#N)CC1)C(=O)N2 (configuration not stated)	-3.3	3.8
Cc1ccc(C)c(N2CCN(C(C(=O)NC3CCCC3)c3ccco3)CC2)c1 (configuration not stated)	-8.0	0.9
COc1ccc(CN2C(=O)c3ccccc3C2c2nnnn2-c2c(C)cccc2C)cc1OC (configuration not stated)	5.2	-2.4
COc1ccc([C@H]2CC(=O)C[C@@H](CCn3cc(C(C)C)nn3)O2)cc1	-3.3	0.2
O=C(NC1CCCCC1)C1c2ccccc2OCC(=O)N1CCCN1CCOCC1 (configuration not stated)	-5.6	-1.1
COc1cccc(-c2nc(-c3cccc(C)c3)nc3cc(Cl)ccc23)c1	1.8	1.6
C#CCNC(=O)C[C@@H]1C[C@@]2(C(=O)OC)CC(C)(C)CC=C2N(Cc2cccc3ccccc23)C1=O	6.7	1.7
O=C(NC1CCCC1)C1C(c2ccc(C(F)(F)F)cc2)=Nc2ccccc2N1C(=O)c1ccco1 (configuration not stated)	5.7	-10.3
CCCCOCCCNC(=O)C[C@@H]1C[C@@]2(C(=O)OC)CC(C)(C)CC=C2N(Cc2ccco2)C1=O	1.6	3.6
CCCCNC(=O)c1nc(-c2ccc(C(F)(F)F)cc2)oc1-c1ccccc1	-1.1	-4.7
O=C(Nc1ccc(Cl)cc1)N[C@@H]1CC[C@H](CCNS(=O)(=O)c2ccccc2F)O[C@@H]1CO	-0.3	1.4
CCCCCCn1cc(CN2CC(N3CCN(CCN(C)C)CC3)CS2(=O)=O)nn1 (configuration not stated)	9.7	-24.1
N#Cc1cccc(OCCCN2CCC(C(O)(c3ccccc3)c3ccccc3)CC2)c1	2.0	15.7&-6.0
COc1cccc(C(C(=O)NC2CCCC2)N2CCN(c3cc(C)ccc3C)CC2)c1OC (configuration not stated)	4.7	-3.7
CC(C)C[C@@H]1CN(CCCC[C@H]2CNC(=O)C(=O)N2CCC2CCCCC2)C(=O)C(=O)N1CCC1CCCCC1	-4.2	0.8
CCC(C(=O)Nc1c(C)cccc1C)n1c(-c2ccc(=O)[nH]c2)nc2ccccc21 (configuration not stated)	4.0	-4.5
CCCCCNC(=O)C(c1cccc2ccccc12)n1c(=O)c(-c2cc3ccccc3[nH]2)nc2ccccc21 (configuration not stated)	1.8	-2.1
Cc1cccc(C)c1NC(=O)C1(C)CSCC(=O)N1Cc1cccc(C(F)(F)F)c1 (configuration not stated)	2.6	-3.7
CCOC(=O)c1ccc(-c2ccc(N3C(c4cccc(OC)c4)=Cc4ccc(F)cc4C3CC(C)=O)cc2)cc1F (configuration not stated)	18.2	-6.3
O=C1NC[C@H](CCCCN2CCN(Cc3ccccc3)C(=O)C2=O)N(Cc2ccccc2)C1=O	0.1	-0.7
O=C(Nc1ccc(F)cc1)C(c1ccccc1OC(F)(F)F)N1CCN(c2cccc(C(F)(F)F)n2)CC1 (configuration not stated)	4.1	-1.5
O=C1c2ccccc2C(c2nnnn2-c2ccc3c(c2)OCCO3)N1C1CC1 (configuration not stated)	8.4	-3.9
Oc1ccc(C[C@@H](CN2CCCC2CN2C(=S)NC[C@@H]2Cc2ccccc2)N2C[C@H](Cc3ccccc3)N(CC3CCCCCC3)C2=S)cc1 (some centres not stated)	-5.8	3.9
C#CCNC(=O)C[C@@H]1C[C@@]2(C(=O)OC)CCCCC=C2N(Cc2ccc(Cl)cc2Cl)C1=O	2.4	-0.1
COc1ccc(N2CCN(C(c3ccccc3)c3nnnn3C(C)(C)C)CC2)cc1 (configuration not stated)	-0.5	-3.2
CCCCNC(=O)C[C@@H]1C[C@@]2(C(=O)OCC)CCCC=C2N(Cc2ccc(Cl)cc2Cl)C1=O	1.3	1.0
O=C1NC[C@@H](CCCCN2C[C@H](Cc3ccc(O)cc3)N(Cc3ccccc3)C(=O)C2=O)N(CCC2CCCCC2)C1=O	-5.6	3.5
CCCCn1nnnc1C1(C)CCC(=O)N1Cc1ccco1 (configuration not stated)	-13.1	1.7
CC(C)(C)n1nnnc1C(c1ccccc1)N1CCN(C(=O)c2ccco2)CC1 (configuration not stated)	0.7	5.7
O=C(NC1CCCC1)C1c2ccccc2OCC(=O)N1Cc1ccco1 (configuration not stated)	0.5	-1.1
CCCCNc1c(-c2ccc(SC(C)CC)cc2)nc2ccc(Cl)cn12 (configuration not stated)	2.9	-1.1
CCOC(=O)[C@]12CCC=C1N(Cc1ccccc1)C(=O)[C@H](CC(=O)NCc1ccc(OC)c(OC)c1)C2	-2.2	0.6
CC1(C(=O)NCc2ccccc2)CN(S(C)(=O)=O)CC(=O)N1CCCn1ccnc1 (configuration not stated)	4.8	1.1
COC(=O)c1ccc(N2C(c3cc(OC)cc(OC)c3)=Cc3ccc(OC)cc3C2CC(=O)c2ccco2)cc1 (configuration not stated)	5.7	3.1
CC(C)C[C@@H](CN1CCC[C@H]1CN1C(=O)C(=O)NC[C@@H]1Cc1ccc(O)cc1)N1C[C@H](Cc2ccc(O)cc2)N(CC2CCCCCC2)C(=O)C1=O	-4.1	9.6
CCCCC[C@@H](C)N1C[C@@H](COCc2ccccc2)Oc2cc(N3CCC[C@H]3CO)ccc2S1(=O)=O	1.5	-2.2
Nc1sc(-c2ccccc2)cc1C(=O)NCCc1c[nH]c2ccccc12	0.2	-4.6
COC(=O)c1ccc2nc(-c3ccc(C)cc3)c(Cc3cccc(Cl)c3)n2c1	0.1	-4.0
CCOC(=O)N1CCN(C(=O)C[C@@H]2C[C@@]3(C(=O)OC)CCCCC=C3N(CCc3ccc(OC)c(OC)c3)C2=O)CC1	-9.7	-3.2
O=C(NCc1ccccc1)C(c1ccco1)N1CCN(c2ccccc2F)CC1 (configuration not stated)	0.3	-0.2
O=C(NC1CCCCC1)C1c2ccccc2OCC(=O)N1Cc1ccc2c(c1)OCO2 (configuration not stated)	0.0	2.5
Cc1ccc(S(=O)(=O)NCc2ccccc2Br)cc1	-3.4	0.9
CC(C)(C)NC(=O)C(c1ccnc2ccccc12)n1c(=O)c(-c2ccccc2)nc2ccccc21 (configuration not stated)	-13.7	-4.0
CCC(C(=O)Nc1c(C)cccc1C)n1c(-c2cnc(C)cn2)nc2ccccc21 (configuration not stated)	0.9	-5.3
COC(=O)[C@]12CCCCC=C1N(CCc1ccc(OC)c(OC)c1)C(=O)[C@H](CC(=O)NCC1CCCCC1)C2	-8.4	-7.2
COc1ccc(NC(=O)C(c2ccnc3ccccc23)n2c(=O)c(-c3ccccc3)nc3ccccc32)cc1 (configuration not stated)	4.6	-2.3
O=C1NC[C@H](CCCCN2CCN(CCc3ccccc3)C(=O)C2=O)N(CC2CCCCC2)C1=O	-3.2	3.0
O=S1(=O)CC(N2CCN(CCO)CC2)CN1Cc1cn(Cc2cccc(C(F)(F)F)c2)nn1 (configuration not stated)	7.0	-5.2
CCC(C(=O)NC(C)(C)C)n1c(-c2ccccc2)nc2ccccc21 (configuration not stated)	-1.2	2.7

Complete entries as entered above:
CCOC(=O)[C@]12CCC=C1N(Cc1ccccc1)C(=O)[C@H](CC(=O)NCc1ccc(OC)c(OC)c1)C2 across the screens: LDHA inh: -2.2; PI4K2A inh: 0.6
CCOC(=O)N1CCN(C(=O)C[C@@H]2C[C@@]3(C(=O)OC)CCCCC=C3N(CCc3ccc(OC)c(OC)c3)C2=O)CC1 across the screens: LDHA inh: -9.7; PI4K2A inh: -3.2
CC(C)C[C@@H](CN1CCC[C@H]1CN1C(=O)C(=O)NC[C@@H]1Cc1ccc(O)cc1)N1C[C@H](Cc2ccc(O)cc2)N(CC2CCCCCC2)C(=O)C1=O across the screens: LDHA inh: -4.1; PI4K2A inh: 9.6

Next part.
SMILES	LDHA inh	PI4K2A inh
O=C(Nc1ccc2c(c1)OCCO2)C1C(=O)Nc2ccccc2C(=O)N1C1CCCCC1 (configuration not stated)	1.3	-0.2
CC(C)(C)C(=O)c1c(N)[nH]c(C(=O)c2ccccc2)c1-c1ccc(Br)cc1	2.6	1.9
COc1ccc(NC(=O)C(OC(=O)CNC(=O)c2ccccc2)c2ccccc2)cc1F (configuration not stated)	-0.2	-2.4
COC(=O)[C@]12CCCCC=C1N(Cc1ccccc1)C(=O)[C@H](CC(=O)NCC1CCCCC1)C2	0.3	6.7
COc1ccc(C(=O)N(c2c(C)cccc2C)C(COC(C)=O)COC(C)=O)cc1	-7.0	-0.7
Cc1cc(C)cc(Cn2cc(CN3CC(N4CCCC4)CS3(=O)=O)nn2)c1 (configuration not stated)	1.3	-3.9

5 compounds from above, ordered by their value in PI4K2A inh, high to low:
SMILES	LDHA inh	PI4K2A inh
CC(C)(C)C(=O)c1c(N)[nH]c(C(=O)c2ccccc2)c1-c1ccc(Br)cc1	2.6	1.9
O=C(Nc1ccc2c(c1)OCCO2)C1C(=O)Nc2ccccc2C(=O)N1C1CCCCC1 (configuration not stated)	1.3	-0.2
COc1ccc(C(=O)N(c2c(C)cccc2C)C(COC(C)=O)COC(C)=O)cc1	-7.0	-0.7
COc1ccc(NC(=O)C(OC(=O)CNC(=O)c2ccccc2)c2ccccc2)cc1F (configuration not stated)	-0.2	-2.4
Cc1cc(C)cc(Cn2cc(CN3CC(N4CCCC4)CS3(=O)=O)nn2)c1 (configuration not stated)	1.3	-3.9

Exported in CSV form: entries from further up.
Structure,LDHA inh,PI4K2A inh
COc1ccc(NC(=O)C(OC(=O)CNC(=O)c2ccccc2)c2ccccc2)cc1F (configuration not stated),-0.2,-2.4
COC(=O)[C@]12CCCCC=C1N(Cc1ccccc1)C(=O)[C@H](CC(=O)NCC1CCCCC1)C2,0.3,6.7
COc1ccc(C(=O)N(c2c(C)cccc2C)C(COC(C)=O)COC(C)=O)cc1,-7.0,-0.7

Screens (PubChem)

This is a subset. The share of hits here may be higher or lower than overall.
